# MBD2 inh – inhibitors of MBD2 binding to methylated DNA, primary screen, biochemical, TR-FRET, DNA-binding domain, human; inhibition, % at 4.4 µM; MBD2 binding to methylated oligonucleotide; actives 0.31% (n = 370,000); AID 686964, 2013; Methyl-CpG-binding domain protein 2 (Homo sapiens), Q9UBB5; in the data active = inhibition above about 13%
# SMARCA2 act – SMARCA2 (BRM) function activators, primary screen, cell-based, luminescence, high throughput | MG213 cells, MMTV-luciferase reporter, dexamethasone, overnight | activation, % at 9.1 µM | actives 1% (n = 370,000) | AID 652017, 2013; in the data active = activation above about 7.8%;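 also: 0% = vehicle wells and 100% = reference activator wells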
# DAX1 inh-1 – DAX1 (NR0B1) inhibitors, primary screen, cell-based, HEK293, Gal4-DAX1, luciferase luminescence; HEK293 Gal4-DAX1 luciferase reporter; inhibition, % at 6.75 µM; actives 0.99% (n = 340,000); AID 504766, 2011;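 active = inhibition above the mean over all tested compounds plus 3 SD, cut at about 4.2% in these data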;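 also: 0% = DAX1-transfected cells with DMSO and 100% = empty-vector control cells with DMSO; inhibition shows as a rise in luminescence from relieved DAX1 repression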
# Target sequence (P51843 207-470 limits assumed): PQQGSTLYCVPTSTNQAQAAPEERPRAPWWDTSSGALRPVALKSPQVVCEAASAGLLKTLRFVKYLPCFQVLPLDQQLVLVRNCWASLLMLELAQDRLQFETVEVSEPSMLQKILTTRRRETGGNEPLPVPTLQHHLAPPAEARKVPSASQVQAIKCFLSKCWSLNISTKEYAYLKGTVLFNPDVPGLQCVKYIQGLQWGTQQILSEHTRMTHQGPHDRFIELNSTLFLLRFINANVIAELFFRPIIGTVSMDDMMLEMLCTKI
# PLCb3 inh – human PLC-beta3 inhibitors, primary screen, biochemical, fluorescence; actives 0.18% (n = 370,000); 1-phosphatidylinositol 4,5-bisphosphate phosphodiesterase beta-3 (Homo sapiens), Q01970; AID 720704, 2013; inhibition, % at 12.2 µM; Purified PLC-beta3, fluorogenic substrate; in the data active = inhibition above about 11%;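 also: 0% = median of compound wells on plate and 100% = full blocker control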
# DAX1 inh-2 – DAX1 (NR0B1) inhibitors on StAR promoter, primary screen, cell-based, luminescence, SF-1 (NR5A1), full-length DAX-1; HEK293T StAR-luciferase reporter, SF-1/DAX-1 repression relief; inhibition, % at 6.8 µM; actives 1.1% (n = 370,000); AID 652010, 2013;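 active = inhibition above the mean over all tested compounds plus 3 SD, cut at about 3.6% in these data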;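 also: 0% = DAX-1 cells with DMSO and 100% = cells lacking DAX-1 with DMSO; higher inhibition means more luminescence from relief of DAX-1 repression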
# hgDAF-12 ag – H. glycines DAF-12 receptor agonists, primary screen, cell-based, luminescence, HEK293, GAL4 fusion, UAS-luciferase; AID 687014, 2013; actives 1.8% (n = 370,000); activation, % at 6.8 µM; HEK293 GAL4-hgDAF12 UAS-luciferase reporter, agonist luminescence; normalized to butyrate control;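 active = activation above a cutoff set at the mean of all screened compounds plus 3 SD, cut at about 10% in these data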;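 also: 0% = DMSO wells and 100% = sodium butyrate wells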
# ssDAF12 agonist – S. stercoralis DAF-12 nuclear receptor activators, primary screen, cell-based, luminescence, HEK293, GRIP1 co-expression, lit1-tk-luc | Nuclear hormone receptor DAF-12 (Strongyloides stercoralis) | activation, % at 6.8 µM | HEK293 ssDAF-12/GRIP1 lit1-tk-luc reporter; % of 3 µM dafachronic acid response | actives 1% (n = 370,000);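 active = activation above the mean over all tested compounds plus 3 SD, cut at about 0.9% in these data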;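 also: 0% = DMSO-only wells and 100% = 3 µM delta7-dafachronic acid wells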
# Rev-erbA mod – modulators of Rev-erb alpha DNA binding, primary screen, biochemical, FITC-DNA, fluorescence polarization, uHTS. Rev-erbα–FITC-DNA binding, 90 min. activity, % at 10 µM. actives 0.79% (n = 370,000). AID 1259318, 2017;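 active = activity above about 14%, limit read from the data; passing the limit was not always enough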;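 also: 0% = DMSO wells with 35 nM protein and 100% = DMSO wells with 750 nM protein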
# Target sequence (P20393 whole entry, looked up): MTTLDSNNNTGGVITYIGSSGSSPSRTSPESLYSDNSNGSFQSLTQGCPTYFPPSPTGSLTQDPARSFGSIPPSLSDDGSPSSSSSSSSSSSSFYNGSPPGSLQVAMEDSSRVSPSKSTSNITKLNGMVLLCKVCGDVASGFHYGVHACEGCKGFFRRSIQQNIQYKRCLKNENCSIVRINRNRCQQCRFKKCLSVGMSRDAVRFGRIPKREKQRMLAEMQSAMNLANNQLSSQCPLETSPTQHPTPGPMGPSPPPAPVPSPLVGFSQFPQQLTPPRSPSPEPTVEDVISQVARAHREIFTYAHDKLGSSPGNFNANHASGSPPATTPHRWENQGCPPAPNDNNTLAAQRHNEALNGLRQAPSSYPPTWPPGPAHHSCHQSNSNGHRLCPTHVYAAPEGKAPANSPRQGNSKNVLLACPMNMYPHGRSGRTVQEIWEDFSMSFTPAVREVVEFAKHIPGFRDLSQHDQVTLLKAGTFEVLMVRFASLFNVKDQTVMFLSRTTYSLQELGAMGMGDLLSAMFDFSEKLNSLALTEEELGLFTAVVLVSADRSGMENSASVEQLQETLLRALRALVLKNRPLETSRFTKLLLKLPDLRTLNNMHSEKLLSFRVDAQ
# hcDAF-12 act – H. contortus DAF-12 nuclear receptor activators, primary screen, cell-based, luminescence, HEK293, lit1-tk-luc reporter; actives 1.4% (n = 370,000); activation, % at 6.8 µM; AID 652067, 2013; HEK293 hcDAF-12 lit1-tk-luc reporter; 0% DMSO, 100% Δ7-dafachronic acid;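 active = activation above the mean of all tested compounds plus 3 SD, cut at about 5.5% in these data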;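 also: 100% = response to 3 µM Δ7-dafachronic acid high control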
# ADAM17 inh – ADAM17 inhibitors, primary screen, biochemical, QFRET; actives 0.83% (n = 370,000); inhibition, % at 6.95 µM; Disintegrin and metalloproteinase domain-containing protein 17 (Homo sapiens), P78536; recombinant ADAM17, EDANS/DABCYL FRET peptide cleavage; AID 720648, 2013;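 active = inhibition above the mean of compounds lying between control limits plus 3 SD, set per campaign, cut at about 8.5% in these data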;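 also: 0% = DMSO-only wells as the low control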
# PLC-gamma1 inh – PLC-gamma1 enzyme inhibitors, primary screen, biochemical, fluorescence, purified enzyme | 1-phosphatidylinositol 4,5-bisphosphate phosphodiesterase gamma-1 (Homo sapiens), P19174 | fluorogenic substrate | inhibition, % at 12.2 µM | actives 0.84% (n = 370,000); in the data active = inhibition above about 9.5%
# An asterisk follows results filed as active; i = inactive; · = not tested or not shown.
1) COc1ccc(C2/C(=C(/O)c3ccccc3)C(=O)C(=O)N2CC(C)O)c(OC)c1 (stereo not drawn)
2) O=S(=O)(NCc1ccccc1)c1cccc2nsnc12
3) CC(C)NC(=O)CN1CCC(c2ccccc2)C(O)C1 (stereo not drawn)
4) O=C(C(=O)N1CCC(CNS(=O)(=O)c2cccc3ccccc23)CC1)c1cccs1
5) Cc1ccc(CNC(=O)CN2C(=O)CSc3ccc(S(=O)(=O)N4CCCCC4)cc32)cc1
6) COc1cc(CN/C(C)=C(\C#N)C(N)=O)cc(OC)c1OC
7) O=C(NNC(=O)c1ccccc1F)c1ccc(S(=O)(=O)N2CCCC2)cc1
8) Cc1ccc(Cl)cc1N1CCN(C(=O)Cc2c(C(=O)O)[nH]c3ccccc23)CC1
Assay by compound	1	2	3	4	5	6	7	8
MBD2 inh	0.8	4.7	-1.1	-0.1	-0.9	0.6	0.1	-3.1
SMARCA2 act	-2.9	-1.8	3.1	-0.8	0.2	-5.5	1.5	-1.6
DAX1 inh-1	-0.6	0.4	-1.2	·	-0.2	-1.7	1.8	1.2
PLCb3 inh	1.8	-10.1	0.1	-1.2	-6.1	-3.1	2.6	-4.7
DAX1 inh-2	-1.2	0.1	0.1	-0.6	0.7	-1.7	-0.2	0.1
hgDAF-12 ag	2.9	0.3	-1.2	-1.1	-1.1	-3.5	0.8	-2.4
ssDAF12 agonist	-1.6	-1.1	-1.4	-1.1	-1.2	-1.6	-1.3	1.2*
Rev-erbA mod	-1.1	-0.8	0.4	2.8	1.3	-4.4	0.3	1.2
hcDAF-12 act	-0.6	-1.5	-2.0	0.1	0.0	-1.7	0.2	5.2
ADAM17 inh	0.2	-4.2	0.7	-0.5	0.1	-3.8	-2.6	2.3
PLC-gamma1 inh	2.0	-4.6	-1.4	-2.0	-1.3	2.3	3.4	-2.3

9) CCOc1ncc(S(=O)(=O)N2CCN(CC)CC2)cc1C(=O)O
10) O=C(Nc1ccc(N2CCOCC2)cc1N1CCOCC1)c1ncoc1-c1cccc(F)c1
11) CC(=O)Nc1ccc(NC(=O)COC(=O)CCc2nc3ccccc3s2)cc1
12) C/C(=N\NS(=O)(=O)c1ccc(C)c([N+](=O)[O-])c1)c1ccc2c(c1)OCO2
13) NC(=S)N/N=C/c1cccc(O)c1O
14) O=C(CCC(=O)c1cccs1)Nc1nc2ccccc2s1
15) CC(CCc1ccccc1)OS(N)(=O)=O (stereo not drawn)
16) COc1cccc(N2CC(C(=O)Nc3nnc(SCCC4OCCO4)s3)CC2=O)c1 (stereo not drawn)
Assay by compound	9	10	11	12	13	14	15	16
MBD2 inh	-6.8	-2.7	-3.3	3.1	1.3	1.3	-5.1	-7.6
SMARCA2 act	-2.7	3.8	-4.1	2.6	-2.9	0.1	0.0	0.6
DAX1 inh-1	0.4	0.4	-0.2	3.5	0.4	0.6	0.8	0.1
PLCb3 inh	-4.7	-5.2	8.4	-15.3	-80.8	-19.3	9.4	-9.8
DAX1 inh-2	0.1	-0.3	0.4	-0.1	-0.9	0.6	0.4	-1.0
hgDAF-12 ag	0.2	1.5	2.1	0.9	-3.5	2.3	-0.7	-1.8
ssDAF12 agonist	-0.6	-0.6	-0.6	-0.8	-1.1	-0.9	-0.7	-1.4
Rev-erbA mod	-4.3	-2.8	2.3	1.3	-2.1	-1.1	5.5	-5.8
hcDAF-12 act	-2.3	2.3	0.7	-0.6	-0.8	3.1	0.1	-0.1
ADAM17 inh	-3.1	0.6	1.6	-1.0	-7.8	-6.7	2.7	0.1
PLC-gamma1 inh	3.1	-3.7	3.2	3.3	-79.9	-8.3	2.4	-6.2

17) Cc1cccc(C)c1NC(=O)CCCn1nc(C)c2c(C)n(-c3ccccc3)nc2c1=O
18) COc1cc2c(cc1NC(=O)CSc1nnc(COc3ccc(Cl)cc3)n1C)oc1ccccc12
19) CN(C)S(=O)(=O)c1ccc(C(=O)NC(=O)CSc2nnnn2C)cc1
20) NC(=O)N/N=C/c1ccc2cccc(OCc3ccccc3)c2n1
21) COc1ccc(S(=O)(=O)N2CCOCC2)cc1NC(=O)c1c(C)noc1C
22) Cc1ccc(-n2ncc3c(NCC4CCCO4)ncnc32)c(C)c1 (stereo not drawn)
23) CC(=O)Nc1ccc(S(=O)(=O)NCc2ccc3[nH]c(C)cc3c2)cc1
24) Cc1ccc(C)c(OCC(=O)N2CCN(C(=O)c3ccco3)CC2)c1
Assay by compound	17	18	19	20	21	22	23	24
MBD2 inh	2.3	1.4	3.7	-7.7	1.1	6.5	-5.5	-5.3
SMARCA2 act	-1.9	1.2	1.1	-2.7	-5.7	0.9	0.1	6.8
DAX1 inh-1	-0.2	1.7	1.0	·	0.4	-0.9	1.1	0.3
PLCb3 inh	-3.8	-0.1	3.0	i	-0.4	-0.1	-33.2	0.1
DAX1 inh-2	-0.2	0.8	0.0	-0.5	-0.2	0.5	0.2	0.0
hgDAF-12 ag	-0.1	0.2	0.1	-2.8	4.0	-2.7	-2.7	-1.5
ssDAF12 agonist	-1.1	-1.8	-1.1	-1.1	-1.1	-1.6	-1.5	-1.1
Rev-erbA mod	-0.2	2.2	-1.5	4.0	-1.0	-3.4	8.2	4.0
hcDAF-12 act	-1.5	-1.4	0.6	-0.9	0.8	-1.9	-0.8	-2.0
ADAM17 inh	-3.0	-4.7	-1.9	-317.2	-4.3	-6.8	-0.9	-2.7
PLC-gamma1 inh	1.1	1.1	-0.7	i	0.8	-0.2	-23.7	1.3

# 3 records drawn at random from those above:
19) CN(C)S(=O)(=O)c1ccc(C(=O)NC(=O)CSc2nnnn2C)cc1
23) CC(=O)Nc1ccc(S(=O)(=O)NCc2ccc3[nH]c(C)cc3c2)cc1
17) Cc1cccc(C)c1NC(=O)CCCn1nc(C)c2c(C)n(-c3ccccc3)nc2c1=O
Assay by compound	19	23	17
MBD2 inh	3.7	-5.5	2.3
SMARCA2 act	1.1	0.1	-1.9
DAX1 inh-1	1.0	1.1	-0.2
PLCb3 inh	3.0	-33.2	-3.8
DAX1 inh-2	0.0	0.2	-0.2
hgDAF-12 ag	0.1	-2.7	-0.1
ssDAF12 agonist	-1.1	-1.5	-1.1
Rev-erbA mod	-1.5	8.2	-0.2
hcDAF-12 act	0.6	-0.8	-1.5
ADAM17 inh	-1.9	-0.9	-3.0
PLC-gamma1 inh	-0.7	-23.7	1.1

# Continued.
25) O=C(N/C(=C/C=C/c1ccccc1)C(=O)N1CCOCC1)c1ccccc1Br
26) CC(=O)c1cc2c(cc1NC(=O)c1ccc(C)cc1)OCCO2
27) O=C(CCS(=O)(=O)c1ccc(Br)s1)NCc1cccs1
28) CN(C)CCCN1C(=O)C(O)=C(C(=O)c2cc3ccccc3o2)C1c1ccccc1 (stereo not drawn)
29) O=C(CCn1cccc1)NCc1ccc(Cl)cc1
30) COc1ccc(CCn2c(N)c(C(=O)NCc3ccco3)c3nc4ccccc4nc32)cc1
31) CC(CCc1ccccc1)NC(=O)CN(C)Cc1ccc(F)cc1 (stereo not drawn)
32) O=S1(=O)CC(N2CCCC2)CN1Cc1cn(Cc2cccc(Cl)c2)nn1 (stereo not drawn)
Assay by compound	25	26	27	28	29	30	31	32
MBD2 inh	1.6	-5.2	-0.6	0.8	-5.0	-7.2	0.5	4.8
SMARCA2 act	-3.3	-0.7	-1.2	-0.2	0.3	4.1	-2.7	1.3
DAX1 inh-1	1.8	0.9	0.1	-0.3	2.3	-0.1	-0.1	·
PLCb3 inh	3.8	-79.9	-1.2	-12.1	2.0	i	-4.6	1.2
DAX1 inh-2	-0.1	-0.1	-0.1	-0.4	0.8	-1.7	-0.7	-0.9
hgDAF-12 ag	2.9	2.9	-0.6	0.8	-1.1	-1.2	0.1	0.8
ssDAF12 agonist	-0.6	0.0	-1.2	-1.1	-0.6	-1.7	-1.6	0.3
Rev-erbA mod	6.0	27.6*	-1.4	2.3	-4.7	8.7	-3.1	-0.9
hcDAF-12 act	0.7	3.0	-0.9	-0.8	-0.3	-2.8	-0.7	-0.5
ADAM17 inh	2.5	-4.6	-4.1	-7.7	-1.2	-462.0	-3.5	-1.5
PLC-gamma1 inh	1.5	-64.0	-10.9	-12.1	0.5	i	-2.5	-0.6

33) CCOC(=O)C1CCCN(C2=NC(=O)/C(=C/c3ccc(OC)cc3)S2)C1 (stereo not drawn)
34) CCO[C@H]1OC(C(N)=O)=C[C@@H](c2ccccc2)[C@@H]1CCCO
35) Cc1ccccc1OCCN1CCCC1
36) COc1c(C)cc(Br)cc1C(=O)Nc1ccc(C)cc1[N+](=O)[O-]
37) O=C(O)Cn1c2c(c3ccccc31)CSc1ccc(Cl)cc1-2
38) N#CC1=C(SCC(=O)c2ccc(Cl)cc2)NC2=C(C(=O)CCC2)C1c1ccco1 (stereo not drawn)
39) Cn1cc(C(=O)NC2CCCCC2)c(=O)c2cc(S(=O)(=O)N3CCCC3)ccc21
40) COc1ccc(-c2nnc(SCc3c(F)cccc3F)n2N)cc1
41) COc1ccccc1CNC(=O)CCN=C1NS(=O)(=O)c2ccccc21
42) O=C(CCS(=O)(=O)Cc1ccc(Cl)cc1)NCCc1ccccc1
43) CCCCN(CCCC)C(=O)CCS(=O)(=O)c1ccc2c(c1)n(C)c(=O)c(=O)n2C
Assay by compound	33	34	35	36	37	38	39	40	41	42	43
MBD2 inh	-2.7	-3.6	-1.6	-1.2	-5.2	-7.2	0.4	-7.4	4.0	1.3	8.6
SMARCA2 act	-1.2	0.4	-0.1	3.0	-2.1	-3.1	-4.6	4.5	1.3	-2.1	0.7
DAX1 inh-1	-1.4	0.7	1.5	3.5	1.5	-2.6	0.4	·	0.6	0.3	0.2
PLCb3 inh	-6.6	2.5	-10.6	2.1	-72.5	-43.3	2.0	3.0	-3.5	-5.0	-13.9
DAX1 inh-2	-0.3	0.1	0.0	0.4	-0.3	-2.5	-0.1	7.5*	-1.1	0.0	-0.1
hgDAF-12 ag	-0.7	2.9	0.1	2.4	1.4	-2.5	-0.3	13.5*	3.7	0.9	-1.4
ssDAF12 agonist	-0.7	-0.8	-0.5	-1.6	0.8	-1.4	-0.1	0.4	-0.6	-1.3	-0.5
Rev-erbA mod	-6.1	-4.2	-1.1	1.2	9.2	-1.9	0.6	-3.8	1.6	-10.0	-6.5
hcDAF-12 act	-2.8	0.2	-0.9	0.3	7.5*	-2.7	0.5	4.4	-0.2	-0.9	-1.2
ADAM17 inh	-0.3	-3.6	1.0	-0.5	-7.7	2.3	-4.6	0.6	-0.3	-3.0	-11.9
PLC-gamma1 inh	-1.4	-0.2	1.0	2.9	-42.6	-32.7	-0.7	-2.4	3.9	2.1	-8.8

# Compound activity: PubChem, several laboratories
